ARFGAP1 inhibitor: inhibitors of rat ARFGAP1 GAP activity, primary screen, biochemical, fluorescence polarization, GDP tracer | ADP-ribosylation factor GTPase-activating protein 1 (Rattus norvegicus), Q62848 | Arfgap1-stimulated ARF1 GTP hydrolysis, GDP FP detection | inhibition, % at 16.5 µM | 360,000 tested, 0.26% active;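 active means inhibition above a per-plate limit, mean inhibition of low control wells plus 3 SD, cut at about 25% in these data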;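 further: 0% = DMSO wells with enzyme and 100% = wells lacking Arfgap1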
Target sequence (Q62848 1-136 limits assumed): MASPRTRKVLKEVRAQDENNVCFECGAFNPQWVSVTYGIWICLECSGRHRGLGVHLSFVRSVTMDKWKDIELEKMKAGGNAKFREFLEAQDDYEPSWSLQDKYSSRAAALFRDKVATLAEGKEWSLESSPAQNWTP
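Assay system: purified rat His6-Arfgap1 residues 1-136 (GAP domain); Reagent: human Δ17 ARF1 bound to GTP; Dosing: 16.5 µM single point, 1.26% DMSO; Times: GTP hydrolysis reaction 2 h at 25 °C; Signal: FP, GDP Alexa 633 tracer displaced from anti-GDP antibody, 620/688 nm; Measure: % inhibition from polarization.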
Tn6 DDE FP: inhibitors of Tn6 peptide binding to fibrin DD(E), primary screen, biochemical, fluorescence polarization, human fibrin, Tn6 probe; Fibrinogen beta chain (Homo sapiens), P02675; Fibrin DD(E) TRITC-Tn6 fluorescence polarization displacement; inhibition, % at 8.3 µM; 370,000 tested, 0.21% active;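 active means inhibition above a per-campaign cutoff: mean of compounds within control limits plus 3 SD, cut at about 15% in these data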;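 further: 0% = median of all compound wells on the plate and 100% = blocking peptide control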
DDE Tn7 FP inh: inhibitors of Tn7 peptide binding to fibrin DD(E), primary screen, biochemical, fluorescence polarization, human fibrin, Tn7 probe. FP displacement of FITC-Tn7 peptide from fibrin DD(E); 0% = median of compound wells per plate. AID 720508, 2013. 370,000 tested, 0.13% active. Fibrinogen beta chain (Homo sapiens), P02675. inhibition, % at 8.3 µM;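 active means inhibition above the mean of compounds falling within the control limits plus 3 SD of them, cut at about 14% in these data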;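 further: 0% = plate median of compound wells and 100% = 10 µM Aha-Tn7 peptide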
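Assay system: human fibrin DD(E) protein / Input: 2 µM fibrin DD(E) / Benchmarks: high control of 10 µM Aha-Tn7 peptide / Measured by: fluorescence polarization of the labelled Tn7 tracer / Medium: Tris buffer with calcium and detergent, pH 7.8 / Timing: 10 min compound pre-incubation, 3 h probe incubation at room temperature / Repeats: one replicate per compound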
PLC-beta3 inh: human PLC-beta3 inhibitors, primary screen, biochemical, fluorescence. 1-phosphatidylinositol 4,5-bisphosphate phosphodiesterase beta-3 (Homo sapiens), Q01970. Purified PLC-beta3, fluorogenic substrate. inhibition, % at 12.2 µM. 370,000 tested, 0.18% active. AID 720704, 2013; in the data active means inhibition above about 11%;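 further: 0% = median of compound wells on plate and 100% = full blocker control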
PLCg1 inh: PLC-gamma1 enzyme inhibitors, primary screen, biochemical, fluorescence, purified enzyme. AID 720700, 2013. 370,000 tested, 0.84% active. inhibition, % at 12.2 µM. fluorogenic substrate; in the data active means inhibition above about 9.5%
HGIII-sPLA2 inh: human group III sPLA2 inhibitors, primary screen, biochemical, QFRET, BODIPY PC-A2 liposome substrate; QFRET BODIPY PC-A2 liposome hydrolysis, fluorescence; inhibition, % at 12.2 µM; 370,000 tested, 0.56% active;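 active means inhibition above mean plus 3 SD of compounds lying within the high and low control bounds, cut at about 19% in these data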;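 further: 0% = median of test compound wells and 100% = no enzyme DMSO wells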
UHRF1 binding: UHRF1 methylated DNA binding inhibitors, primary screen, counter-screen for MBD2 inhibitor project, biochemical, TR-FRET, human UHRF1, single concentration | E3 ubiquitin-protein ligase UHRF1 (Homo sapiens), Q96T88 | inhibition, % at 4.4 µM | 370,000 tested, 0.75% active | AID 687016, 2013 | UHRF1 binding to methylated oligo; in the data active means inhibition above about 21%;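 further: UHRF1 SRA domain binding a hemimethylated CpG hairpin DNA probe; 0% = median of test compound wells and 100% = reference inhibitor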
KLK7 zymogen act: proKLK7 zymogen activators, primary screen, biochemical, fluorescence intensity | Kallikrein-7 (Homo sapiens), P49862 | purified proKLK7, EDANS-DABCYL substrate fluorescence; 100% is mature enzyme control, 0% vehicle | activation, % at 7 µM | 370,000 tested, 0.9% active;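 active means activation above the mean of all tested compounds plus 3 SD, computed per campaign excluding outliers beyond control limits, cut at about 13% in these data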
NR1D1 modulator: modulators of Rev-erb alpha DNA binding, primary screen, biochemical, FITC-DNA, fluorescence polarization, uHTS | Nuclear receptor subfamily 1 group D member 1 (Homo sapiens), P20393 | Rev-erbα–FITC-DNA binding, 90 min | activity, % at 10 µM | 370,000 tested, 0.79% active;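 active means activity above about 14%, limit read from the data; passing the limit was not always enough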;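 further: 0% = DMSO wells with 35 nM protein and 100% = DMSO wells with 750 nM protein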
Target sequence (P20393 whole entry, looked up): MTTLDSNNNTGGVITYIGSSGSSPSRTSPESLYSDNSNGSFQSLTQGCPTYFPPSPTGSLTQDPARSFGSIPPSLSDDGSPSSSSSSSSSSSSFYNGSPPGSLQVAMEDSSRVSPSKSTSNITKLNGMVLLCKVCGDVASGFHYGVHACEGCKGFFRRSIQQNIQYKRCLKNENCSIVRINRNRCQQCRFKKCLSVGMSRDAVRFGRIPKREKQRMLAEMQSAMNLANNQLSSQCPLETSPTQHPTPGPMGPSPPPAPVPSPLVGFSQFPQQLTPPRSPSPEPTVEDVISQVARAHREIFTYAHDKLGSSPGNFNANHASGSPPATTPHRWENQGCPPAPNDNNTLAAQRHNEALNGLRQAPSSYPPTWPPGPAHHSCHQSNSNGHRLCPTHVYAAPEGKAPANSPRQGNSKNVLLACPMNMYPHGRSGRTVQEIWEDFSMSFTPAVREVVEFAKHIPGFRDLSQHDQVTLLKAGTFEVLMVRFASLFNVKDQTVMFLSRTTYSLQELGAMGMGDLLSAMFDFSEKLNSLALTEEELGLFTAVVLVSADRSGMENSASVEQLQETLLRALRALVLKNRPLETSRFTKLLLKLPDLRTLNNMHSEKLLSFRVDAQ
ASAP1 GAP inh: inhibitors of human ASAP1 ArfGAP activity, primary screen, biochemical, fluorescence polarization | 360,000 tested, 0.19% active | AID 624377, 2012 | inhibition, % at 16.5 µM | ASAP1-stimulated ARF1 GTP hydrolysis, GDP FP detection | Arf-GAP with SH3 domain, ANK repeat and PH domain-containing protein 1 (Homo sapiens), …; in the data active means inhibition above about 25%;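 further: 0% = vehicle with enzyme and substrate and 100% = no enzyme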
Active calls of the source: *; i = inactive; · = not tested or not shown.

SMILES	ARFGAP1 inhibitor	Tn6 DDE FP	DDE Tn7 FP inh	PLC-beta3 inh	PLCg1 inh	HGIII-sPLA2 inh	UHRF1 binding	KLK7 zymogen act	NR1D1 modulator	ASAP1 GAP inh
Cc1c(NC(=O)COC(=O)Cc2ccc(Cl)cc2)c(=O)n(-c2ccccc2)n1C	3	-5	2	-3	1	1	0	-0.2	-4	2
CCCCOC(=O)c1ccc(NC(=O)c2ccc(F)cc2F)cc1	18	3	8	1	1	5	0	0.3	8	-10
Cc1cc(C)cc(N(CC(=O)NC(C)(C)C)C(=O)CNC(=O)c2cccs2)c1	-6	-6	-4	3	1	-1	-3	-0.4	-1	-7
CN(N)c1ccc2c(C(F)(F)F)cc(C(F)(F)F)nc2n1	-8	-2	0	-17	-14	0	-2	2.6	5	-3
Cc1nc2ccc(S(=O)(=O)NC(C(=O)NCc3ccc4c(c3)OCO4)C(C)C)cc2s1 (centres undefined)	-1	-3	4	5	0	-2	-4	-0.1	-1	-6
CCC(NC(=O)Cn1c(-c2ccccc2)cc(C(C)=O)c1C)c1ccccc1 (centres undefined)	·	4	8	4	-1	-7	0	0.5	0	·
O=C(O)CCCNC(=O)c1cncc(Br)c1	8	-5	-3	0	8	6	4	-0.1	-5	1
COC(=O)[C@@]12C[C@@H](CC(=O)N3CCSCC3)C(=O)N(Cc3cccc4ccccc34)C1=CCC(C)(C)C2	17	-7	12	5	-3	-7	-1	0.3	5	-4
CCOc1ccccc1NC1=NCC(=O)N1Cc1ccc(F)cc1	-14	-9	4	2	2	1	2	0.1	-9	-4
COC(=O)c1cccc(NC(=O)CC2C(=O)NCCN2C(=O)Nc2ccccc2)c1 (centres undefined)	-5	1	2	-7	2	-3	2	0.0	-3	-2
CCN(C(=O)Cn1c(=O)n(-c2cc(OC)c(OC)c(OC)c2)c(=O)c2ccccc21)c1cccc(C)c1	-8	-8	-7	-5	2	-1	-3	-0.3	-1	10
CN(CC(=O)Nc1ccc(F)c(F)c1F)C(=O)/C=C/c1ccco1	8	-2	4	-5	-1	8	0	-0.4	-3	-5
CN(Cc1ccc(C(C)(C)C)cc1)C(=O)C1CSC2(C)CCC(=O)N12 (centres undefined)	-13	0	5	2	3	6	-3	-0.5	10	11
COc1ccc(CNC(=O)C(c2ccco2)N(C(=O)Cc2cccs2)c2cccnc2)cc1 (centres undefined)	-2	0	-2	-15	-14	-6	0	0.4	-4	-7
Cc1cccc(-c2noc(CSc3ccccc3)n2)c1	8	-6	1	2	6	5	2	-0.4	8	2
CCN1CCN(c2ncnc3sc(C(=O)Nc4ccccc4F)c(C)c23)CC1	6	-1	4	2	5	-8	-2	0.6	0	10
O=C(/C=C/c1cccc(Oc2ccccc2)c1)N1CCOCC1	4	1	-3	2	0	-3	20	-0.7	-1	8
CN1/C(=C\C=Nc2cc(S(=O)(=O)N3CCOCC3)ccc2N2CCOCC2)C(C)(C)c2ccccc21	2	5	-2	-9	-8	-2	-3	1.0	-2	-6
CCCCS(=O)(=O)Nc1ccc2cn[nH]c2c1	2	4	2	-7	-6	-7	-3	0.6	-7	0
CC(=O)OC1C(OC(C)=O)N(C(C)=O)C(=O)N1C(C)=O (centres undefined)	0	0	-5	1	0	-4	1	-0.3	-6	-3
COC(=O)C(C)Sc1ccc2nnc(-c3ccccc3)n2n1 (centres undefined)	0	-3	3	-39	-39	-1	1	1.5	-5	8
O=C(Cn1ccc2cc(S(=O)(=O)N3CCCC3)ccc21)NCc1ccco1	3	-3	0	-6	-37	-11	-3	0.4	-1	-10
COc1ccc(-c2cc3cccc(OC)c3oc2=O)cc1	7	0	-1	i	i	-2	3	1.3	-1	13
COc1ccc([C@@H]2[C@@H]3C(=O)N(C(C)(C)C)C(=O)[C@@H]3[C@]3(Cc4ccc(Cl)cc4)C(=O)N(c4cccc(Br)c4)C(=O)N23)cc1	-15	-2	-3	2	1	0	2	-0.9	15	-6
c1ccn2c(c1)nc1c2nc2ccccn21	-2	-6	-4	i	i	4	-6	81*	6	-6

Three compounds from above, sorted by the value under KLK7 zymogen act, rising.
structure | ARFGAP1 inhibitor | Tn6 DDE FP | DDE Tn7 FP inh | PLC-beta3 inh | PLCg1 inh | HGIII-sPLA2 inh | KLK7 zymogen act | NR1D1 modulator | ASAP1 GAP inh
COc1ccc(-c2cc3cccc(OC)c3oc2=O)cc1 | 7 | 0 | -1 | i | i | -2 | 1.3 | -1 | 13
COC(=O)C(C)Sc1ccc2nnc(-c3ccccc3)n2n1 (centres undefined) | 0 | -3 | 3 | -39 | -39 | -1 | 1.5 | -5 | 8
c1ccn2c(c1)nc1c2nc2ccccn21 | -2 | -6 | -4 | i | i | 4 | 81* | 6 | -6

Complete entries, quoted from the list:
Listed for `COc1ccc([C@@H]2[C@@H]3C(=O)N(C(C)(C)C)C(=O)[C@@H]3[C@]3(Cc4ccc(Cl)cc4)C(=O)N(c4cccc(Br)c4)C(=O)N23)cc1` = ARFGAP1 inhibitor = -15; Tn6 DDE FP = -2; DDE Tn7 FP inh = -3; PLC-beta3 inh = 2; PLCg1 inh = 1; HGIII-sPLA2 inh = 0; UHRF1 binding = 2; KLK7 zymogen act = -0.9; NR1D1 modulator = 15; ASAP1 GAP inh = -6
Listed for `COC(=O)C(C)Sc1ccc2nnc(-c3ccccc3)n2n1` (centres undefined) = ARFGAP1 inhibitor = 0; Tn6 DDE FP = -3; DDE Tn7 FP inh = 3; PLC-beta3 inh = -39; PLCg1 inh = -39; HGIII-sPLA2 inh = -1; UHRF1 binding = 1; KLK7 zymogen act = 1.5; NR1D1 modulator = -5; ASAP1 GAP inh = 8
Listed for `O=C(Cn1ccc2cc(S(=O)(=O)N3CCCC3)ccc21)NCc1ccco1` = ARFGAP1 inhibitor = 3; Tn6 DDE FP = -3; DDE Tn7 FP inh = 0; PLC-beta3 inh = -6; PLCg1 inh = -37; HGIII-sPLA2 inh = -11; UHRF1 binding = -3; KLK7 zymogen act = 0.4; NR1D1 modulator = -1; ASAP1 GAP inh = -10

Sorted by number of heavy atoms (ascending): part of the list above
SMILES	ARFGAP1 inhibitor	Tn6 DDE FP	DDE Tn7 FP inh	PLC-beta3 inh	PLCg1 inh	HGIII-sPLA2 inh	UHRF1 binding	KLK7 zymogen act	NR1D1 modulator	ASAP1 GAP inh
CC(=O)OC1C(OC(C)=O)N(C(C)=O)C(=O)N1C(C)=O (centres undefined)	0	0	-5	1	0	-4	1	-0.3	-6	-3
O=C(Cn1ccc2cc(S(=O)(=O)N3CCCC3)ccc21)NCc1ccco1	3	-3	0	-6	-37	-11	-3	0.4	-1	-10
COc1ccc([C@@H]2[C@@H]3C(=O)N(C(C)(C)C)C(=O)[C@@H]3[C@]3(Cc4ccc(Cl)cc4)C(=O)N(c4cccc(Br)c4)C(=O)N23)cc1	-15	-2	-3	2	1	0	2	-0.9	15	-6

High-throughput results from PubChem BioAssay.
